FLuc counter: firefly luciferase modulation, counter-screen for miR-21 project; actives 6.9% (n = 360,000); Potency, µM (series often up to 57.5 µM), without a hit: at the top dose activity change, negative = inhibition, most hits filed as inhibitors; P08659; purified FLuc, Km substrates, luminescence inhibition;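 further: potency means the concentration at half of the fitted maximal effect; plate controls were vehicle for no effect and reference inhibitor for full effect; nearly all actives have a fitted effect of over 55% in size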
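Purified P. pyralis luciferase, 10 nM final, with Km-level 10 uM D-luciferin and 10 uM ATP in 50 mM Tris acetate pH 7.5, 10 mM Mg acetate, 0.01% Tween-20, 0.05% BSA; 6-point qHTS titration about 60 µM downward; luminescence read.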
TRPV1 ag: agonists of human vanilloid receptor 1 (TRPV1); Q8NER1; TRPV1-expressing cells, Fluo-8 calcium influx, agonist mode; activation, % at 8.33 µM; actives 0.19% (n = 320,000); AID 540275; in the data active means activation above about 80%; inconclusive means between about 30% and that limit; further: 0% is about no effect
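Cells expressing TRPV1 were dye-loaded with Fluo-8 and read kinetically: 10 s baseline, 3 min after compound (agonist portion), then 2 min after EC20 capsaicin (allosteric enhancer portion). Calcium-bound dye fluorescence at 480/520 nm.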
ELG1 DNA repair: ELG1-dependent DNA repair inhibition. HEK293T ELG1-luciferase reporter, luminescence, 16 h; DNA damage induced by 5-fluorouridine. actives 2.3% (n = 330,000). Potency, µM (highest dose often 46.1 µM), inactives show at the highest dose activity change, negative = inhibition, most hits filed as inhibitors; further: potency means the concentration at half of the fitted maximal effect; on the % scale 0 is the no-effect control and ±100 the full control effect; nearly all actives have a fitted effect of over 55% in size
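In this reporter screen, reduction of luminescence relative to DMSO vehicle indicated activity. Compounds and 5-fluorouridine were added together to 2,000 cells per well, incubated for 16 hr at 37 °C, then developed with ONE-Glo.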
p53 reactivator: restores transcriptional activity of mutant p53 | H1299 p53-A138V BP100-luciferase reporter, luminescence, 24 h | Potency, µM (titrated, usually from 92.2 µM), inactives show at the top dose activity change, positive = activation, most hits filed as activators | actives 0.063% (n = 320,000) | AID 504706; further: potency means the concentration at half of the fitted maximal effect; % of control where 0% means no effect; nearly all actives have a fitted effect of over 45% in size
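p53-null H1299 cells stably carrying temperature-sensitive p53-A138V and a BP100-luciferase reporter were pinned with compounds (4-point, 1:5 series) and held 24 hrs at 37 deg C. Luminescence was read 10 min after detection reagent.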
RORg inh: blocks mouse ROR gamma transcriptional activity | Drosophila S2 Gal4-RORgamma UAS-luciferase reporter, 20 h | Potency, µM (series often up to 53.6 µM), for the others: at the highest dose activity change, negative = inhibition, most hits filed as inhibitors | actives 5.4% (n = 310,000) | AID 2551; further: potency means the concentration at half of the fitted maximal effect; on the % scale 0 is the no-effect control and ±100 the full control effect; nearly all actives have a fitted effect of over 60% in size
Target sequence (P51450 whole entry, looked up, the tested form may be a part): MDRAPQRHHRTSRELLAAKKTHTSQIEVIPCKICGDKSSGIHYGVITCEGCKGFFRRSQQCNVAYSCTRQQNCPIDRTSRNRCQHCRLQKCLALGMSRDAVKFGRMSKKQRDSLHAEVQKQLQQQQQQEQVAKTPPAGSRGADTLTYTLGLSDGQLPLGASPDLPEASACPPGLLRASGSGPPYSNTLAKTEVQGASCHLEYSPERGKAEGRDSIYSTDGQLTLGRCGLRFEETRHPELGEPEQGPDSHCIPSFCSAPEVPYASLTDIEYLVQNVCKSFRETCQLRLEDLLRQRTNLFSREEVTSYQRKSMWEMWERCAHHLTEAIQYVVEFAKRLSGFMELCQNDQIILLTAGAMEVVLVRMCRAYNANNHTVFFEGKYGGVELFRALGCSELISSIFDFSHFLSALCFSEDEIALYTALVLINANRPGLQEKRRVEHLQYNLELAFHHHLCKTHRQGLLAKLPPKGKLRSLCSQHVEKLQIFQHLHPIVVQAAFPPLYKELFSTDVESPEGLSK
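Drosophila S2 cells stably expressing Gal4-DBD/mouse RORγ fusion under metallothionein promoter plus UAS-luciferase; compound 1 h, then 700 uM CuSO4 induction for 20 h at ambient temperature; inhibition read as reduced luminescence.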
BRCA1 expr up: increases BRCA1 expression | MCF7-BRCA1-FFLuc reporter, luminescence, 48 h; response scale: scaled: vehicle 0%, 10 µM genistein 100% | Potency, µM (highest dose often 46.1 µM), inactives show top-dose activation, most hits filed as activators | actives 1.1% (n = 380,000) | AID 624202; further: potency means the concentration at half of the fitted maximal effect; nearly all actives have a fitted effect of over 80% in size; some results filed as inactive show a strong effect at the top dose
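Compounds are tested at multiple concentrations on MCF7 BRCA1-luciferase reporter cells seeded at 2000 per well; after 48 h, a single luminescence end-point is taken and curves fitted to the normalized data.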
ELG1 genotox: induces genotoxicity in HEK293T cells with luciferase-tagged ELG1 | HEK293T ELG1-luciferase reporter, luminescence, 16 h | Potency, µM (series often up to 46 µM), for inactives: at the highest dose activity change, positive = activation, most hits filed as activators | actives 1.3% (n = 330,000); further: potency means the concentration at half of the fitted maximal effect; % of control where 0% means no effect; nearly all actives have a fitted effect of over 60% in size
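16 hr compound incubation (37 °C, 5% CO2) of HEK293T cells carrying luciferase-tagged ELG1; luciferase then measured by ONE-Glo luminescence after 30 min at RT.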
Tb PFK inh: inhibitors of T. brucei phosphofructokinase; O15648; T. brucei PFK, ADP-Glo luminescence; Potency, µM (doses to about 57.5 µM), for inactives: at the highest dose activity, negative = inhibition, most hits filed as inhibitors; actives 0.17% (n = 330,000); AID 485367;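 further: potency means the concentration at half of the fitted maximal effect; 0% = uninhibited 1x PFK enzyme wells and -100% = no-enzyme wells; nearly all actives have a fitted effect of over 60% in size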
Target sequence (O15648 whole entry, looked up): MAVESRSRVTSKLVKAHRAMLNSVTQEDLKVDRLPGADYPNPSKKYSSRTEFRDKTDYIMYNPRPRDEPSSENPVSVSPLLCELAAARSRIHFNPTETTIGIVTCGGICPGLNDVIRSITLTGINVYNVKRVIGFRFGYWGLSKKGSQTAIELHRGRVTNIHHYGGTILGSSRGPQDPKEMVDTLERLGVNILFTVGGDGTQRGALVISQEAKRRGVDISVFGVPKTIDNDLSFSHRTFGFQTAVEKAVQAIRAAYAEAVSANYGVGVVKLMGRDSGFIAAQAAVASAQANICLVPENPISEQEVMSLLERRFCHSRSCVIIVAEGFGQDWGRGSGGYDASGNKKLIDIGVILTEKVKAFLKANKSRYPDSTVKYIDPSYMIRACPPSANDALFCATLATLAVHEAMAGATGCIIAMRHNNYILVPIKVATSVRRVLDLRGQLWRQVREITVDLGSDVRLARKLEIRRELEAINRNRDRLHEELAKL
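Luminescent ADP detection (ADP-Glo, two-step: ATP depletion then ADP-to-ATP conversion for luciferase) reported PFK activity after 45 min room-temperature reaction of 1.25 nM enzyme with 0.5 mM F6P and 0.1 mM ATP at pH 8.0.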
NPC1 prom act: activators of NPC1 promoter; Huh7 NPC1 promoter luciferase reporter, 24 h; Potency, µM (highest dose often 9.22 µM), without a hit: at the top dose activation, most hits filed as activators; actives 2.4% (n = 320,000);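 further: potency means the concentration at half of the fitted maximal effect; % of control where 0% means no effect; nearly all actives have a fitted effect of over 60% in size; reporter is driven by a mutant NPC1 promoter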
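Luciferase expression driven by the NPC1 promoter was measured in stably transfected Huh7 cells after a 24 h compound incubation, using a luciferase reagent and a luminescence read.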
Rab9 promoter act: Rab9 promoter activation. Huh7 Rab9 promoter-luciferase reporter, luminescence, 24 h. Potency, µM (top dose mostly 9.22 µM), without a hit: top-dose activation, negative = inhibition, most hits filed as activators. actives 2.8% (n = 320,000). AID 485297; further: potency means the concentration at half of the fitted maximal effect; % of control where 0% means no effect; nearly all actives have a fitted effect of over 60% in size
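Quantitative HTS format; Huh7 Rab9-luciferase reporter cells (1500/well) receive compound 2 h post-plating, incubate 24 h at 37 °C, then get luciferase reagent for 10 min before luminescence reading.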
Gal4-VP16 FLuc: inhibits Gal4-VP16 luciferase reporter, ROR gamma counter-screen | Drosophila S2 Gal4-VP16 UAS-luciferase, luminescence, 20 h | Potency, µM (top dose mostly 53.6 µM), for the others: at the highest dose activity, negative = inhibition, most hits filed as inhibitors | actives 3.5% (n = 310,000);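 further: Gal4-VP16 expression switched on by copper sulfate through the metallothionein promoter; potency means the concentration at half of the fitted maximal effect; on the % scale 0 is the no-effect control and ±100 the full control effect; nearly all actives have a fitted effect of over 50% in size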
Starred values were filed as active, the others as inactive; ? = inconclusive; · = not tested or not shown; [ ] = dose if it differs, or a comment. Unless noted, the call rests on the fitted dose curve; in most records, active means well fitted curve in the direction sought with a large enough effect; inconclusive means small, poorly fitted or top-dose-only effect, or another doubt; inactive means no such curve, though single readings can be large; an effect the other way counts as inactive or inconclusive.

entry	canonical_smiles	FLuc counter	TRPV1 ag	ELG1 DNA repair	p53 reactivator	RORg inh	BRCA1 expr up	ELG1 genotox	Tb PFK inh	NPC1 prom act	Rab9 promoter act	Gal4-VP16 FLuc
1	O=S(=O)(Cc1ccc(Cl)cc1)c1ncc(CO)n1Cc1ccccc1	-1.5%	4.0	?	7.4%	?	-1.3%	-8.8%	3.7%	-7.0%	-0.2%	0.5%
2	CCn1c(=O)n(CC)c2cc(S(=O)(=O)N3CCc4ccccc43)ccc21	2.3%	11.3	16.4µM*	-23.6%	?	-63.6%	-1.5%	-1.7%	-11.5%	-22.0%	?
3	Cc1ccc(-c2nn(-c3ccccc3)cc2C2CC(c3cccs3)=NN2C(=O)CCCC(=O)O)cc1 (stereo not given)	-2.6%	0.3	-2.9%	-4.7%	7.3%	1.0%	0.5%	0.0%	-4.6%	-4.2%	-5.9%
4	CCCCN(CC)C(=O)Cn1nc(Cc2ccncc2)c2ccccc2c1=O	0.2%	0.1	-10.4%	-2.4%	-1.0%	-0.9%	2.0%	-1.7%	0.1%	0.8%	3.1%
5	O=C(Nc1cccc(-n2cccn2)c1)C1CCCN(Cc2ccc(C#CCCO)cc2)C1 (stereo not given)	-2.2%	6.1	?	-0.1%	-7.0%	-27.4%	-18.6%	0.8%	0.0%	4.7%	-18.8%
6	CC(NC(=O)COC(=O)c1ccc(N2CCCC2=O)cc1)c1ccc(F)cc1 (stereo not given)	·	·	-2.6%	-2.3%	·	4.2%	3.9%	-4.0%	·	·	·
7	O=C(Nc1ccc(OC(F)(F)F)cc1)N1CCN(c2ccnc3cc(Cl)ccc23)CC1	2.5%	?	18.3µM*	2.2%	?	-57.0%	-14.5%	2.6%	-1.2%	-9.5%	28.2µM*
8	COc1cccc(-c2cc(C(=O)NC3CCCC3)no2)c1	4.26µM*	5.3	?	?	-33.3%	?	1.84µM*	0.2%	1.41µM*	0.631µM*	-20.1%
9	O=C(c1ccc(CNS(=O)(=O)c2ccc(Br)cc2)cc1)N1CCCC1	-3.2%	0.2	-6.0%	12.3%	23.6%	-5.7%	0.3%	-5.9%	-5.4%	-3.7%	?
10	CCCC(C(=O)NCC1CCCO1)N(Cc1ccccc1)C(=O)CNS(=O)(=O)c1ccccc1 (stereo not given)	0.7%	2.7	-6.0%	-3.2%	33.2%	-8.3%	-6.0%	0.0%	0.1%	-4.0%	-5.9%
11	O=C(Oc1cccc(C(=S)N2CCOCC2)c1)c1cc([N+](=O)[O-])cc([N+](=O)[O-])c1	3.1%	1.0	14.3%	1.2%	-9.6%	-26.4%	1.4%	-1.2%	-2.5%	-3.9%	-1.0%
12	NS(=O)(=O)c1cccc(NC(=O)CCN2C(=O)C3CCCCC3C2=O)c1 (stereo not given)	2.5%	0.9	2.1%	-2.1%	·	-0.6%	1.6%	0.1%	0.5%	-1.8%	·
13	N#Cc1c(NC(=O)CN2CCN(C(=O)c3ccco3)CC2)sc2c1CCCCC2	-0.1%	0.9	?	-2.6%	6.9%	-35.3%	-0.5%	-1.1%	1.9%	-8.6%	-4.9%
14	CCc1ccccc1NC(=O)c1cccs1	-2.4%	5.6	2.0%	0.4%	-9.4%	-10.2%	-1.5%	-1.8%	1.1%	3.8%	-8.9%
15	CCN(CC(=O)NCc1cccs1)C(=O)c1ccc(S(=O)(=O)Nc2ccccc2OC)cc1	5.0%	-4.5	2.6%	7.1%	·	-7.4%	-1.2%	-1.5%	-3.6%	-0.7%	·
16	Cc1ncc([N+](=O)[O-])n1CCN1C(=O)c2ccccc2C1=O	-2.7%	0.5	12.6%	2.3%	1.2%	-12.8%	-0.2%	4.1%	-6.0%	1.6%	6.6%
17	CCn1nc(C)cc1C(=O)Sc1ccc(C)cc1	16.9µM*	7.2	0.3%	8.9%	-17.3%	-12.7%	0.0%	-1.4%	-1.3%	-4.1%	7.6%
18	CCOC(=O)N(NC(=O)C(O)(C(C)C)C(C)C)c1ccccc1	-0.1%	7.7	·	·	14.4%	0.6%	·	0.2%	-2.3%	-1.3%	4.9%
19	CC1=C(C(N)=O)C(c2ccccc2F)n2nc(CCCO)nc2N1 (stereo not given)	0.1%	-3.4	1.6%	3.0%	8.7%	7.0%	0.9%	-9.0%	-6.7%	0.8%[1.84 µM]	6.7%
20	Cc1nnc(SCC(=O)N2CCOCC2)n1C	1.0%	-1.9	13.3%	-3.1%	-19.5%	2.2%	2.9%	-4.9%	-3.0%	12.6%	8.4%
21	COc1ccccc1CNC(=O)c1cc2c(=O)[nH]c3ccccc3c2n1C	4.5%	13.2	-18.3%	-5.6%	11.5%	·	-9.7%	6.8%	-7.1%	-6.6%	-9.2%
22	COc1ccccc1NC(=O)C1CCN(C(=O)C2CC(=O)N(c3ccc(C)cc3)C2)CC1 (stereo not given)	0.3%	3.2	27.0%	-3.6%	-6.5%	0.1%	-2.4%	0.6%	-0.1%	-0.6%	-4.0%
23	CCN(CC)c1ccc(NC(=O)Cn2c(C(C)NC(=O)c3ccc(C)cc3)nc3ccccc32)cc1 (stereo not given)	0.5%	-5.6	17.1%	-0.9%	-4.4%	0.6%	5.3%	-1.0%	-2.1%	11.8%	-26.3%
24	COc1ccc(OCCCC(=O)Nc2ccc(S(=O)(=O)N3CCOCC3)cc2)cc1	4.4%	18.4	-19.3%	-1.2%	·	-15.8%	-1.3%	7.3%	-0.6%	-5.9%	·
25	Cc1ccc(-n2c(SCc3cc(=O)n4ccsc4n3)nnc2-c2cccnc2)c(C)c1	1.2%	-4.1	-3.9%	-5.8%	32.5%	-4.2%	2.2%	?	7.1%	-3.2%	-2.7%
26	CSCc1ccc(C(=O)N2CCC(N3CCC(C(=O)NC(C)C)CC3)CC2)o1	-2.8%	-2.9	3.5%	3.7%	-16.6%	3.0%	-1.5%	0.3%	-0.5%	-0.5%	2.5%
27	Cc1ccc(-n2c(-c3ccc(Cl)cc3)n[nH]c2=S)c(C)c1	-0.6%	-0.2	-3.7%	·	1.41µM*	-6.1%	-3.4%	-8.1%	0.4%	2.7%	1.12µM*
28	CCOC(=O)C(CCSC)NC(=O)CN (stereo not given)	2.8%	-1.6	9.3%	1.9%	-17.3%	2.9%	2.3%	-0.1%	-5.5%	7.7%	-3.3%
29	O=S(=O)(NCCc1ccccn1)c1cc(Cl)cc(Cl)c1O	·	1.7	5.0%	?	·	-3.8%	0.8%	-16.1%	1.6%	7.4%	·
30	Cc1ccc(NC(=O)COc2ccccc2C(=O)NCCc2ccccc2)cc1	21.3µM*	11.6	?	·	?	13.5%	-0.4%	0.3%	1.8%	8.8%	2.8%
31	COC(=O)C1=C(C)N(CCc2c[nH]c3ccccc23)C(=O)C1	?	-1.8	9.3%	7.1%	-42.4%	62.9%	8.4%	0.4%	12.1%	?	27.2%[10 µM]
32	O=C(/C=C/c1ccccc1[N+](=O)[O-])NCc1ccc(Cl)cc1	-2.8%	-4.7	-6.5%	-0.6%	8.6%	-15.8%	-2.1%	1.5%	-1.8%	-3.5%	-0.3%
33	C=CCn1c(SCc2c(C)noc2C)nc2sc3c(c2c1=O)CCC(C)C3 (stereo not given)	5.8%	16.2	?	-1.7%	-10.9%	-85.2%	0.7%	2.8%	-6.6%	-8.0%	-3.6%
34	CCOC(=O)c1cnn(C)c1NC(=O)c1ccc([N+](=O)[O-])cc1	1.9%	-3.2	0.0%	4.2%	-3.6%	-15.8%	0.2%	-2.0%	-5.2%	-0.9%	-20.1%
35	Brc1ccc(-c2noc(-c3ccccn3)n2)o1	2.69µM*	-0.9	?	10.0%	?	24.8%	?	0.1%	0.562µM*	0.447µM*	?
36	Cc1cccc(S(=O)(=O)c2c(N)n(/N=C/c3ccco3)c3nc4ccccc4nc23)c1	4.7%	1.5	-1.6%	-5.4%	?	-46.9%	-2.9%	1.3%	0.2%	0.9%	-27.1%
37	CN(C)c1ccc(C2OC(=O)C(C)(C)C(=O)C2(C)C)cc1 (stereo not given)	2.4%	-1.2	-13.4%	-2.3%	2.3%	-5.3%	-1.0%	0.5%	-4.0%	-2.7%	5.7%
